DUSP3 inh: VHR1 phosphatase inhibitors, primary screen, biochemical, absorbance, uHTS; inhibition, % at 13.3 µM; recombinant VHR phosphatase, pNPP absorbance; AID 1654, 2009; Dual specificity protein phosphatase 3 (Homo sapiens), P51452; hit rate 0.52% among 290,000; in the data active means inhibition above about 50%; further: some compounds called inactive have numbers as strong as hits
Target sequence (P51452 whole entry, looked up): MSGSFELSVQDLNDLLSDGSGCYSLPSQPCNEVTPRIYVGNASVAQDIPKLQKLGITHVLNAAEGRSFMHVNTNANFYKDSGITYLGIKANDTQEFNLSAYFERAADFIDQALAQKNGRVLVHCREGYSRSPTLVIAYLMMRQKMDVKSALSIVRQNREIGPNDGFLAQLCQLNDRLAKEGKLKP
TcdB GH inh: TcdB glycohydrolase inhibitors, primary screen, biochemical, single point, plate reader | Toxin B (Clostridioides difficile), P18177 | TcdB glycohydrolase enzymatic assay | inhibition, % at 9.99 µM | hit rate 0.24% among 350,000 | AID 652162, 2013; in the data active means inhibition above about 10%
PfHsp40 rescue: rescue of yeast from PfHsp40 toxicity, primary screen, S. cerevisiae, ATP luminescence; growth rescue, % at 12.5 µM; S. cerevisiae expressing PfHsp40, growth rescue; hit rate 0.68% among 340,000; AID 504582, 2011; in the data active means growth rescue above about 28%, passing the limit was not always enough;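 further: yeast W303a lacking pdr1 and pdr3 grown in galactose medium; growth measured after three days at 30 °C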
3CLpro inhibitor: SARS-CoV 3CLpro protease inhibitors, primary screen, biochemical, quenched FRET; Replicase polyprotein 1ab (Severe acute respiratory syndrome coronavirus), P0C6X7; recombinant SARS-CoV 3CLpro, quenched FRET peptide cleavage; inhibition, % at 6 µM; hit rate 0.14% among 290,000; AID 1706, 2009; in the data active means inhibition above about 12%
Rv3671c inh: Rv3671c serine protease inhibitors, primary screen, biochemical, fluorescence polarization, M. tuberculosis H37Rv; inhibition, % at 5.96 µM; hit rate 0.048% among 320,000; in the data active means inhibition above about 38%;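 further: extracellular domain of Rv3671c used as enzyme; 0% = enzyme with DMSO and 100% = no enzyme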
Target sequence (P9WHR9 whole entry, looked up, the tested form may be a part): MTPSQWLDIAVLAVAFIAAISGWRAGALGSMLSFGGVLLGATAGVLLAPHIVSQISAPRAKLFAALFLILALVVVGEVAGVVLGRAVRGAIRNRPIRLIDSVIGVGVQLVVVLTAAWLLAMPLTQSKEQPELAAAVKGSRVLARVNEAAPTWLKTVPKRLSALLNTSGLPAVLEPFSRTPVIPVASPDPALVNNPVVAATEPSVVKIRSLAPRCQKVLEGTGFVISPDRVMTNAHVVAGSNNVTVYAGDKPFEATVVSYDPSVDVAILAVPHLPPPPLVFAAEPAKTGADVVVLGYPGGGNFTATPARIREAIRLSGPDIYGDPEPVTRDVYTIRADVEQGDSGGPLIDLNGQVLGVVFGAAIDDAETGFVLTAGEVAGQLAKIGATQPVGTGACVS
Anthrax LF inh2: Bacillus anthracis LF protease inhibitors, primary screen, biochemical, multiplex microsphere, MLPCN library | Lethal factor (Bacillus anthracis), P15917 | multiplex microsphere protease cleavage assay | inhibition, % at 10 µM | hit rate 0.12% among 360,000 | AID 588501, 2011; in the data active means inhibition above about 30%; further: plate controls were buffer without enzyme for full effect and enzyme alone for no effect
Yp Topo-I inh: Yersinia pestis topoisomerase I inhibitors, primary screen, biochemical, cleavage product accumulation, plate reader, single point | Y. pestis Topo-I cleavage product accumulation | activity, % at 10 µM | hit rate 0.064% among 360,000; in the data active means activity above about 50%, passing the limit was not always enough; further: inactives centre near 2
MazEF act: activators of E. coli MazEF toxin-antitoxin RNase, primary screen, biochemical, fluorescence, uHTS. FAM/BHQ RNA-DNA oligo cleavage fluorescence, 5 h. activation, % at 20 µM. hit rate 0.32% among 350,000; in the data active means activation above about 50%
Target sequence (P0AE70 whole entry, looked up): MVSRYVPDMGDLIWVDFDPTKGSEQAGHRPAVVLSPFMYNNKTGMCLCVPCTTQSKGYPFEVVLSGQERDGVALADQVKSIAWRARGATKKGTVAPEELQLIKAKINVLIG
Vc quorum ag: inducers of Vibrio cholerae quorum light production without autoinducers, primary screen, BH1578 luxS cqsA deficient, single point | V. cholerae BH1578 lux reporter, luminescence, 6 h | activation, % at 18.7 µM | hit rate 0.16% among 350,000 | AID 588436, 2011; in the data active means activation mostly above about 9.7%, no sharp cut-off; further: not every result past the cut was called active; inactives centre near 0; reference of the scale not given here
PriA SSB inh: inhibitors of Klebsiella pneumoniae PriA binding to SSB C-terminal tail, primary screen, biochemical, AlphaScreen. PriA–SSB C-terminal tail interaction (Klebsiella pneumoniae). AlphaScreen SSBct-PriA binding, biotinylated peptide. inhibition, % at 33 µM. hit rate 0.6% among 430,000. AID 1272365, 2023; in the data active means inhibition mostly above about 37%, no sharp cut-off; inactive means mostly below about 20%;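 further: plate controls were negative control peptide for no effect and reference peptide for full effect; strong numbers were not always called active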
The depositor's hits bear a star; i = inactive; x = not tested or not shown; & = joins results of further samples.

Values run as follows: 3CLpro inhibitor, DUSP3 inh, Vc quorum ag, PriA SSB inh, Yp Topo-I inh, MazEF act, PfHsp40 rescue, Rv3671c inh, TcdB GH inh, Anthrax LF inh2
1. CCc1c(C)sc(NC(=O)Cn2nc(C)c([N+](=O)[O-])c2C)c1C(N)=O
→ 0.6, 53.0*, i, 0.8, -2.5, 1.7, -0.5, -0.3, x, -4.5
2. COc1ccc(OCc2cc(C(=O)N(C)Cc3nccn3C)no2)c2ccccc12
→ -3.5, 31.5, -1.5, 27.4, 34.7, 1.1, -3.6, -1.9, -2.4, -0.6
3. CN(CCO)c1cc(N2CCN(C(=O)c3ccco3)CC2)c2nonc2c1[N+](=O)[O-]
→ -4.7, 37.8, i, 2.0&8.0, -0.2, -3.9, -0.2, -15.0, 1.1, -1.8
4. O=C(C1CCCN(S(=O)(=O)c2ccccc2)C1)N1CCCCC1 (stereo unspecified)
→ 3.5, 27.2, 0.6, -4.4, 9.4, 7.0, -0.1, 4.8, 0.2, -5.6
5. CC(C)Cn1c(=O)c(C(=O)Nc2ccncc2)c(O)c2ccccc21
→ x, x, i, -4.4, 2.8, -102.4, 0.0, -0.1, -0.3, -0.2
6. CCCOC1CCCN(C(=O)c2ccc3oc(C(C)C)nc3c2)C1 (stereo unspecified)
→ -2.6, -9.5, 2.5, -5.9, 2.1, -2.2, -0.2, -1.0, 0.7, 0.1
7. CCOc1ccc(-c2nnn(CC(=O)NCc3ccco3)n2)cc1
→ -4.5, -4.0, -1.7, -6.0, 5.7, -9.1, -1.1, -1.4, x, -1.7
8. CCc1nnc(NC(=O)CSc2nnc(COc3cccc(C)c3)o2)s1
→ 1.9, -0.8, i, -18.6, -1.4, 3.4, 0.7, -4.5, x, 5.8
9. Cc1ccc(NC(=O)Cn2nnc(C(=O)NCc3ccc(Cl)cc3)c2N)cc1F
→ 2.4, -22.1, -1.1, -2.2, 15.4, -33.4, -0.3, -22.1, -3.6, 0.4
10. O=S(=O)(c1ccc(Cl)cc1)c1nc(-c2ccccc2F)oc1NCCCN1CCOCC1
→ -1.9, -11.2, i, -7.8, 27.5, -0.2, 2.7, -4.3, 0.6, 2.3

Additional records.
Values run as follows: 3CLpro inhibitor, DUSP3 inh, Vc quorum ag, PriA SSB inh, Yp Topo-I inh, MazEF act, PfHsp40 rescue, Rv3671c inh, TcdB GH inh, Anthrax LF inh2
11. O=C(O)Cn1nc(-c2ccc(Cl)cc2)ccc1=O
→ -3.0, 17.2, 0.5, -0.4, -10.7, 5.8, 0.3, -7.4, 0.2, 21.2
12. FC(F)(F)c1ccc(C2[C@H]3CN(Cc4cccnc4)[C@H](c4ccccc4)C34CC2(c2cccnc2)C4)cc1 (stereo partly specified)
→ x, 3.5, -0.4, 2.2, 3.5, -4.8, -0.2, -11.8, 0.6&0.8, -5.7
13. O=[N+]([O-])c1ncc(Br)cc1Nc1ccccc1
→ x, x, -0.3, 1.5, -3.1, -18.3, 3.8, 4.8, 1.7, -5.2
14. O=C(Nc1cccc(NC(=O)c2ccco2)c1)c1cccc(Br)c1
→ 0.6, 27.4, i, 10.2, -1.2, 16.7, 12.2, -15.3, 1.6, 6.5
15. N=c1n(CC(=O)O)c2ccccc2n1Cc1ccccc1Cl
→ -4.2, 20.0, 7.9, -14.5, 7.7, -0.1, -0.2, -7.0, x, -2.7
16. O=C(O)/C=C/C(=O)Nc1c(F)cccc1F
→ 2.1, 22.8, i, -3.6, 1.1, -4.7, 0.0, 0.1, -2.0, x
17. COc1ccc2c(c1)CCCC2NS(=O)(=O)OCC(Cl)(Cl)Cl (stereo unspecified)
→ -0.8, 8.9, -4.5, -13.2, 7.6, 2.1, 6.9, -9.2, -0.6, -7.6
18. CCOC(=O)C1(Cc2ccccc2)CCN(Cc2ccc(C3CCCCO3)s2)CC1 (stereo unspecified)
→ 0.2, 21.3, -0.9, -9.8, -3.5, 0.0, 2.5, 5.1, 1.7, 0.5
19. C=CCN(c1ccccc1)S(=O)(=O)c1ccc2c(c1)oc(=O)n2C
→ -2.4, 33.5, -0.3, -6.6, 4.7, -13.7, 0.5, -0.3, 0.9, -9.8
20. CCCC(=O)NC(c1ccc(N(C)C)cc1)c1c(O)ccc2ccccc12 (stereo unspecified)
→ -1.6, -5.4, -0.4, 39.9, 10.8, -3.1, -0.5, 3.1, x, 3.1

More records
Values run as follows: 3CLpro inhibitor, DUSP3 inh, Vc quorum ag, PriA SSB inh, Yp Topo-I inh, MazEF act, PfHsp40 rescue, Rv3671c inh, TcdB GH inh, Anthrax LF inh2
21. C[C@H](CO)N1C[C@H](C)[C@@H](CN(C)S(C)(=O)=O)Oc2c(NC(=O)c3ccncc3)cccc2C1=O
→ x, x, 1.2, -9.2, -11.4, 9.7, -2.1, 5.2, 0.1&-0.2, -0.8
22. CC1(c2ccccc2)NC(=O)N(CC(=O)N(c2ccccc2)C2CCS(=O)(=O)C2)C1=O (stereo unspecified)
→ x, x, -5.6, -14.3, 0.6, -0.5, 0.6, 2.6, 0.6, -7.4
23. CC(=O)Nc1ccc(NC(=O)C(C)OC(=O)C2CC(=O)N(CCc3ccccc3)C2)cc1 (stereo unspecified)
→ x, x, -0.7, -15.8, -6.4, 2.2, x, 5.8, 0.7, -2.2
24. CCOc1ccc2c(c1)c(C(C)=O)c(C)n2-c1ccccc1
→ 3.7, 2.0, i, -0.3, 15.9, -13.0, 1.0, -0.8, x, -0.9
25. CC(=O)OCc1nc2sc3c(c2c(=O)[nH]1)CCCC3
→ -1.9, 17.7, 0.0, -5.8, 5.7, 3.0, 1.2, 1.9, x, 0.5
26. CN(C)CCNc1ccc(-c2nn(C)c(=O)c3ccccc23)cc1[N+](=O)[O-]
→ -5.5, 22.5, -0.4, -12.7, -6.0, 4.3, -0.3, -3.4, 1.8, 1.7
27. CC(=O)Nc1ccc(NC(=O)CS(=O)(=O)c2cn(CC(=O)N3CCC(C)CC3)c3ccccc23)cc1
→ -6.8, 17.9, -0.6, -5.0, 8.1, 1.2, -1.7, 3.8, 0.7, -1.0
28. CC(=O)N1N=C(c2ccc(Br)cc2)CC1c1cn(C)c2ccccc12 (stereo unspecified)
→ 3.5, -0.8, -0.1, 10.8, 4.5, -7.6, 2.5, -2.2, x, 0.5
29. COCCn1c(=NC(=O)CSCC(=O)NC2CCCCC2)sc2cc(OC)ccc21
→ 3.3, 14.3, -0.2, -10.7, 2.2, 2.5, 0.9, -13.8, x, -1.9
30. CCOC(=O)/C(=N\Nc1cc(Cl)ccc1Cl)N1CCOCC1
→ 0.6, 19.7, i, x, 8.4, -37.2, -0.5, 6.8, -0.1, 15.5

Rewritten in transposed form: part of the list above.
[20] CCCC(=O)NC(c1ccc(N(C)C)cc1)c1c(O)ccc2ccccc12 (stereo unspecified)
[21] C[C@H](CO)N1C[C@H](C)[C@@H](CN(C)S(C)(=O)=O)Oc2c(NC(=O)c3ccncc3)cccc2C1=O
[22] CC1(c2ccccc2)NC(=O)N(CC(=O)N(c2ccccc2)C2CCS(=O)(=O)C2)C1=O (stereo unspecified)
[23] CC(=O)Nc1ccc(NC(=O)C(C)OC(=O)C2CC(=O)N(CCc3ccccc3)C2)cc1 (stereo unspecified)

Compound,20,21,22,23
3CLpro inhibitor,-1.6,x,x,x
DUSP3 inh,-5.4,x,x,x
Vc quorum ag,-0.4,1.2,-5.6,-0.7
PriA SSB inh,39.9,-9.2,-14.3,-15.8
Yp Topo-I inh,10.8,-11.4,0.6,-6.4
MazEF act,-3.1,9.7,-0.5,2.2
PfHsp40 rescue,-0.5,-2.1,0.6,x
Rv3671c inh,3.1,5.2,2.6,5.8
TcdB GH inh,x,0.1&-0.2,0.6,0.7
Anthrax LF inh2,3.1,-0.8,-7.4,-2.2

Next part:
Values run as follows: 3CLpro inhibitor, DUSP3 inh, Vc quorum ag, PriA SSB inh, Yp Topo-I inh, MazEF act, PfHsp40 rescue, Rv3671c inh, TcdB GH inh, Anthrax LF inh2
31. CCNc1nc(NCC)nc(N(C#N)C(C)C)n1
→ -0.7, 28.8, -0.5, -3.8, 6.3, 15.4, -2.5, 6.6, -0.2, 5.4
32. CCN1C(=O)CC(C(=O)O)SC1=Nc1ccc(OC)cc1 (stereo unspecified)
→ -0.4, 41.9, -0.2, -22.3, 6.9, -1.9, -1.5, 6.3, x, x
33. CCc1cccc(C)c1NC(=O)CN(C)Cc1cccc(F)c1
→ 3.3, -17.5, -0.6, 1.8, 14.2, -6.0, 0.2, -4.8, -1.4, -1.8
34. Cc1ccc(CCNC(=O)CN(C)S(=O)(=O)c2ccc3c(c2)c(=O)n(C)c(=O)n3C)cc1
→ 4.2, 20.8, -0.3, -8.2, -8.1, -2.5, 0.6, -8.3, 2.1, -5.9
35. Cc1ccc(NC(=O)/C=C\C(=O)NCC(=O)O)cc1C
→ 4.1, -1.5, -0.5, -1.2, 0.9, 4.1, -1.1, -4.2, x, -2.7
36. CCOC(=O)c1c(C)n(C(=O)c2ccco2)c(=O)n1C(=O)c1ccco1
→ -2.9, 28.0, 4.2, -13.3, 6.9, 4.7, 0.0, 0.5, x, 3.1
37. COc1cc(CNn2c(C)n[nH]c2=S)cc(Cl)c1OCC(=O)NC(C)(C)C
→ 1.2, 8.8, i, 3.4, 7.2, -12.6, -0.4, -1.0, 2.6, -8.2
38. O=C(CN1C(=O)CSc2ncccc21)N1CCOCC1
→ 0.2, 2.4, -0.2, 5.6, 0.9, 7.0, -0.4, 11.7, -0.6, 9.2
39. Cc1ccc(C(=O)Nc2ccc(F)cc2)cc1NC1=NC2CS(=O)(=O)CC2S1 (stereo unspecified)
→ 1.7, 17.3, -0.2, -13.2, 3.9, 5.6, 0.8, 0.0, 2.3, 0.9
40. CNc1ccccc1C(C)(C)c1cc(-c2ccco2)n[nH]1
→ -3.8, 8.1, -0.4, 35.1, -14.4, -2.7, -0.2, 0.8, 1.3, -5.2

Remaining list, next part
Values run as follows: 3CLpro inhibitor, DUSP3 inh, Vc quorum ag, PriA SSB inh, Yp Topo-I inh, MazEF act, PfHsp40 rescue, Rv3671c inh, TcdB GH inh, Anthrax LF inh2
41. CCCC1(c2ccccc2)NC(=O)N(CC(=O)N2CC(=O)Nc3ccccc32)C1=O (stereo unspecified)
→ x, x, i, -8.2, 5.6, -6.3, 0.2, -0.2, 0.7, -6.3
42. O=C(CSc1nc(=O)n2ccccc2n1)NCc1ccccc1Cl
→ x, x, i, -15.3, 5.6, -3.4, -0.1, -5.3, -0.9, 0.2
43. Cc1ccn2c(=O)c(NC(=O)COc3ccccc3)c(C)nc2c1
→ x, x, -1.2, 6.6, 9.3, -7.3, 0.8, 7.8, 2.0, -4.0
44. CCn1c(SCC(=O)NCc2ccc(F)cc2)nc2c(c1=O)SC(C)C2 (stereo unspecified)
→ 1.6, 20.9, -0.3, -3.7, -3.1, 5.7, -0.7, 5.3, 2.3, 0.8
45. Cc1ccc(C(=O)Nc2ncc(Cc3ccc(SC(F)F)cc3)s2)cc1
→ -3.0, 13.3, -0.3, -0.4, -11.4, -2.9, -0.5, -2.1, 1.7, 3.5
46. Cc1ccc(CNC(=O)CCc2c(C)nc3ncnn3c2C)cc1
→ 3.8, -4.6, -0.7, -3.5, -2.1, -3.7, 0.6, 2.7, x, -6.6
47. N#C/C(=C(/O)COc1cccc2ccccc12)c1nc2ccccc2[nH]1
→ -5.3, 3.6, i, -25.7, 3.4, 2.5, -1.5, -3.7, x, 3.3
48. CN(Cc1ccccc1)C(=O)C1CCN(S(=O)(=O)c2cccc3nsnc23)CC1
→ 1.3, 27.7, i, 1.1, 0.8, -21.8, 0.9, -6.3, 0.8, 0.0

Bioassay records from PubChem BioAssay.

Only part of the results is shown. The share of hits here may be higher or lower than overall.
